Compound activity (PubChem)
4-MU autofl – 4-MU region autofluorescence; compound autofluorescence, 340/450 nm, 4-MU equivalents; stronger effect = higher value; max dye-equivalent concentration, M; 11% of 59,000 active; AID 589; in the data active means max dye-equivalent concentration above about 10 nM; inconclusive means mostly about 1.1 nM to 9.6 nM
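Compounds in 100 mM Tris, pH 8.0, sat 15 min at room temperature before fluorescence was read at 340 nm excitation/450 nm emission; a per-plate six-point 4-MU standard curve converted signals to dye-equivalent concentration at each compound concentration.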
Epigenetic mod – epigenetic GFP locus derepression in mouse cells; mouse C127i GFP locus derepression, cytometry, 30 h; Potency, µM (top dose mostly 46.1 µM), for inactives: at the highest dose GFP derepression (activation); 0.09% of 68,000 active; AID 597; further: % of control where 0% means no effect
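Locus derepression in mouse mammary C127i cells whose integrated CMV-GFP reporter is normally silent; GFP expression after 30 h compound treatment was quantified by counting fluorescent cells.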
CRE-bla Fsk – alters forskolin-stimulated CRE reporter signaling in CHO cells; 2.5% of 71,000 active; Potency, µM (highest dose often 38.2 µM), for inactives: top-dose activity change, negative = inhibition, usual class: activators; CHO CRE-bla reporter (cAMP response element driving beta-lactamase), forskolin EC10, beta-lactamase ratio; active means well fitted activation curve with a large enough effect in the signal ratio, with a control signal flat, not every such curve was filed as active; inconclusive means small, poorly fitted or top-dose-only effect, or effect the other way, or a change in a side signal; the % refers to the signal ratio; further: potency means the concentration at half of the fitted maximal effect; % of control where 0% means no effect
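AC50 values, positive or negative, reflect shifts in EC10 NKH 477-induced CRE-bla reporter activity in CHO cells. Incubation lasted 3 h at 37 °C before CCF4 substrate (2 h, room temperature) and ratiometric 460/530 nm reading.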
HBB splice mod – modulators of hemoglobin beta chain splicing | HBB splicing reporter cell assay, activation; EGFP reporter with mutant IVS2-654 intron; response scale: normalised to 500 nM splice-correcting PNA | 0.06% of 65,000 active | Potency, µM (doses to about 46.1 µM), for inactives: at the highest dose activation, usual class: activators; further: potency means the concentration at half of the fitted maximal effect; 0% is about no effect
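Compounds were applied for 2 days to HeLa EGFP-654 cells, 500/well in Optimem with 2% FCS. The reporter's EGFP is disrupted by mis-splicing of beta-globin intron IVS2-654. Readout: summed well GFP fluorescence from 488 nm laser scanning; reference was 500 nM antisense […] 654 PNA.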
ERK AVP block – blocks ERK signaling stimulated by vasopressin | 0.99% of 72,000 active | Potency, µM (doses to about 57.5 µM), inactives show at the highest dose activity, negative = inhibition, usual class: inhibitors | HEK293-V1b, vasopressin-stimulated pERK AlphaScreen; further: potency means the concentration at half of the fitted maximal effect; on the % scale 0 is the no-effect control and ±100 the full control effect; nearly all actives have a fitted effect of over 55% in size
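HEK293 cells stably expressing V1b receptor, preincubated 30 min at 37 °C with compound, then stimulated 5 min with 25 nM vasopressin. Phospho-ERK by AlphaScreen SureFire after 5 h RT; normalized to DMSO and vasopressin; AC50 by Hill fit.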
A350 fluor – A350 region autofluorescence; 11% of 59,000 active; AID 590; max dye-equivalent concentration, M; Compound autofluorescence, 340/450 nm, Alexa 350 dye-equivalents; stronger effect = higher value; in the data active means max dye-equivalent concentration above about 10 nM; inconclusive means mostly about 1.1 nM to 9.6 nM
Luciferase inh – blocks Photinus pyralis firefly luciferase activity; 2.2% of 72,000 active; Potency, µM (top dose mostly 57.1 µM), for the others: at the top dose activity change, negative = inhibition, hits mostly inhibitors; P08659; purified firefly luciferase, luminescence, 8 min; AID 411; further: potency means the concentration at half of the fitted maximal effect; on the % scale 0 is the no-effect control and ±100 the full control effect; nearly all actives have a fitted effect of over 40% in size
Target sequence (P08659 whole entry, looked up): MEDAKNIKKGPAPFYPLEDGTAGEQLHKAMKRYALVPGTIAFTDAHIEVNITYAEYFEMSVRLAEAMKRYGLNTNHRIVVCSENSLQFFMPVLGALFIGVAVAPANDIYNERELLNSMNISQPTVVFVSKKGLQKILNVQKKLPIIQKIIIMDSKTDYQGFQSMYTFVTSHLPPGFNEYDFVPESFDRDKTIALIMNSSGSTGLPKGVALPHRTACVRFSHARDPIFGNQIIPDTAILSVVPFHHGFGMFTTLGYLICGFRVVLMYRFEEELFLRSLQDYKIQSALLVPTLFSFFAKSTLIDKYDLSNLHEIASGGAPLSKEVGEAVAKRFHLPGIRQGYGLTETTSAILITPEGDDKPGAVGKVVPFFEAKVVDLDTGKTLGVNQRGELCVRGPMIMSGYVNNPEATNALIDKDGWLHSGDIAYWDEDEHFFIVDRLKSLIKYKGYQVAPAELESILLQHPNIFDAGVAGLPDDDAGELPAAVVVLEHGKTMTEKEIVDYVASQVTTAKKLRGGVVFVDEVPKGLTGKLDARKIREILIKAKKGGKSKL
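Substrate buffer containing 10 uM ATP (pH 7.2 imidazole, Mg2+, KCl, detergent, BSA) is dispensed, compound pinned in, then luciferase/luciferin detector mix added. After 8 min at ambient temperature, light output is measured.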
Hsp90 Hop PPI – changes Hsp90-Hop TPR2A binding signal, up or down | AlphaScreen TPR2A-His6 binding biotin-Hsp90 C-terminal peptide | Potency, µM (top dose mostly 57 µM), without a hit: top-dose activity change, negative = inhibition | 0.44% of 71,000 active | AID 595; active means well fitted curve in either direction with a large enough effect; inconclusive means small, poorly fitted or top-dose-only effect, or another doubt; further: potency means the concentration at half of the fitted maximal effect; on the % scale 0 is the no-effect control and ±100 the full control effect; many of its hits are not listed in these tables
Texas Red fluor – compound fluoresces in the Texas Red spectral region; Compound fluorescence, Texas Red channel, 547/618 nm; stronger effect = higher value; max dye-equivalent concentration, M; AID 587; 0.06% of 59,000 active; in the data active means max dye-equivalent concentration above about 10 nM; inconclusive means between about 1.1 nM and that limit
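Compound titrations in 100 mM Tris pH 8.0 were incubated 15 min at room temperature and read at 547 nm excitation / 618 nm emission. Texas Red six-point standard curve on each plate converted fluorescence to dye-equivalent concentration.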
Fluorescein autfl – fluorescein region autofluorescence. 0.91% of 59,000 active. Compound autofluorescence, 480/540 nm, fluorescein-equivalent; stronger effect = higher value. AID 593. max fluorescein-equivalent concentration, M; in the data active means max fluorescein-equivalent concentration above about 10 nM; inconclusive means between about 1.1 nM and that limit
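First, buffer (100 mM Tris, pH 8.0) dispensed; second, compounds and fluorescein standards pinned in; third, 15 min room-temperature incubation; finally, imaging at ex 480 nm/em 540 nm. Fluorescence normalized against the six-point fluorescein curve.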
Ub-GFP proteasome – proteasome inhibitors stabilizing ubiquitin-GFP reporter | 67,000 tested, under 10 active | AID 526 | Ubiquitin-GFP reporter cells, proteasome inhibition, GFP fluorescence; response scale: untreated = 0%, 10 µM MG-132 = 100% | Potency, µM (series often up to 45.9 µM), without a hit: at the highest dose activation (GFP accumulation), actives largely listed as activators; active means well fitted activation curve with a large enough effect, not every such curve was filed as active; inconclusive means small, poorly fitted or top-dose-only effect, or another doubt; inactive means no such curve, though single readings can be large or run the other way; further: potency means the concentration at half of the fitted maximal effect
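U2OS Ub(G76V)-GFP reporter; O/N plating, 0.5% FBS; cpd 46 uM–2.9 nM, 4 h, 37 °C; GFP+ cell count, 488/515 nm; norm. to basal vs 10 uM MG-132; CRC fit.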
Numbers without * were called inactive; i = inactive; ? = inconclusive; . = not tested or not shown; & = joins results of further samples; [ ] = another dose, or the depositor's remark. Unless noted, the call rests on the fitted dose curve; in most records, active means well fitted curve in the direction sought with a large enough effect; inconclusive means small, poorly fitted or top-dose-only effect, or another doubt; inactive means no such curve, though single readings can be large; an effect the other way counts as inactive or inconclusive. A portion of the library. The share of hits here may be higher or lower than overall.

SMILES	4-MU autofl	Epigenetic mod	CRE-bla Fsk	HBB splice mod	ERK AVP block	A350 fluor	Luciferase inh	Hsp90 Hop PPI	Texas Red fluor	Fluorescein autfl	Ub-GFP proteasome
CC1(C)CC(NC(=O)c2coc(=O)c(Br)c2)CC(C)(C)N1	5e-07M*	0%	22%	0.9%[0.369 µM]	20µM*	6.6e-07M*	1%	0%	i	?	.
CCOC(=O)N1CCC(NC(=O)CCC(=O)N2CCOc3ccccc32)CC1	i	0%	-14%	-0.5%	3%	i	-1%	0%	i	i	-9%
Cc1ccc(C)c(N2CCN(C(=O)C3CCCN(S(=O)(=O)c4cnc[nH]4)C3)CC2)c1 (stereo unspecified)	.	-3%	0%	-0.5%	-21%	.	0%	-2%	.	.	-8%
CCc1nnc(NC=C2C(=O)OC(C)(C)OC2=O)s1	?	-1%	0%	2.0%	-29%	?	4%	-4%	i	?	2%
CC1=NN(C(=O)c2ccncc2)C(=O)[C@@H]1N=Nc1ccc2ccccc2c1	i	7%[9.22 µM]	-2%[7.6 µM]	-1.1%[9.22 µM]	-27%[11.5 µM]	i	-12%[11.4 µM]	-19%[11 µM]	i	?	5%[9.17 µM]
COc1cc(C2NC(=O)N(C)C3=C2C(=O)CCC3)cc(OC)c1OC (stereo unspecified)	.	-4%	?	1.1%	-12%	.	0%	-1%	.	.	-3%
COc1ccc(-c2nsc3c(N4CCN(C(=O)c5ccco5)CC4)ncnc23)cc1	4.2e-08M*	-1%	10%	.	24%	3.2e-08M*	0%	3%	i	i	0%
Cc1c(Cl)cccc1NC(=O)C[C@H]1Sc2ccccc2NC1=O	i	3%[9.22 µM]	-11%[7.6 µM]	-1.5%[9.22 µM]	?	i	3%[11.4 µM]	-1%[11 µM]	?	i	2%[9.17 µM]
O=S1(=O)NC(=NCc2ccco2)c2ccccc21	i	-3%	-4%	-1.0%	-11%	i	1%	-1%	i	i	6%
COc1ccc(S(=O)(=O)Cc2ccc(C(=O)N3CCN(c4ccccc4F)CC3)o2)cc1	.	.	2%	-1.0%	-18%	.	2%	-5%[2.3 µM]	.	.	-4%
CN1CCN(c2ccc(NC(=O)COc3ccc(Cl)cc3Cl)cc2)CC1	?	0%	16%	4.4%[57.5 µM]	-28%	?	-1%	-3%	i	i	4%
CCOC(=O)N1CCN(C(=O)c2ccc(Cl)c(S(=O)(=O)N3CCOCC3)c2)CC1	i	-2%	1%	0.4%	-7%	?	4%	-3%	i	?	-6%
Nc1nnc(SCC(=O)N2CCN(c3ccccc3)CC2)n1-c1ccccc1	i	0%	-10%	-0.4%	3%	i	-1%	?	i	i	-3%
CN[C@H]1[C@@H](O[C@@H]2[C@H](O[C@@H]3[C@@H](O)[C@@H](O)[C@@H](N=C(N)N)[C@@H](O)[C@@H]3N=C(N)N)O[C@H](C)[C@@]2(O)C=O)O[C@@H](CO)[C@@H](O)[C@H]1O	i	3%[20.6 µM]	0%[17.1 µM]	0.5%[20.6 µM]	-9%[25.7 µM]	i	-9%[25.5 µM]	-3%[26 µM]	?	i	16%[20.5 µM]
O=C(O)c1ccncc1.O=C(O)c1ccncc1.[NH2-].[NH2-].[Pt]	i	-3%[9.22 µM]	-1%[7.6 µM]	1.6%[9.22 µM]	-14%[11.5 µM]	i	5%[11.4 µM]	-3%[11 µM]	?	i	-6%[9.17 µM]
CCCCc1nc2n[nH]c(N)c2c2c1CCC2	i	-2%	?	3.7%[1.84 µM]	16µM*	i	-1%	-5%	i	i	-11%
N[C@H](CCCP(=O)(O)O)C(=O)O	i	0%&1%&-2%	-13%&0%&1%	0.6%	13%&0%	i	2%&0%&-1%	-1%&-4%&-1%	?	?	-1%&0%&3%
O=C(c1cc(-c2ccc(F)cc2)on1)N1CCCC1	i	0%	?	-3.5%	17%	i	13µM*	-6%	i	i	3%
Cc1ccc(-c2noc(CN(C(=O)CCCN3C(=O)c4ccccc4C3=O)C(C)C)n2)cc1	2.4e-08M*	0%	-5%	0.0%	-7%	2.1e-08M*	-1%	1%	?	i	-3%
CCN1C(=O)C2(C(C(=O)c3ccc(C)o3)=C(O)C(=O)N2CCCN2CCOCC2)c2ccccc21 (stereo unspecified)	?	-3%	?	0.5%[1.84 µM]	-10%	?	1%	-3%	?	i	-11%
CCCC(=O)NC(c1ccco1)c1cc(Cl)c2cccnc2c1O (stereo unspecified)	.	?	17%	-1.2%[9.22 µM]	-29%	.	2%	?	.	.	-12%
COc1cc(OC)cc(C(=O)N2CCN(c3ncccn3)CC2)c1	i	-2%	4%	-0.9%[57.5 µM]	-18%	i	1%	0%	i	?	-4%
Cc1ccccc1Cn1nnc(-c2cccc(C(=O)O)c2)n1	i	2%	-3%	-0.6%	31%	i	1%	?	i	i	1%
Cc1ccc(CNC(=O)CN2CCN(Cc3ccc(Cl)cc3)C2=O)cc1	i	8%	15%	2.0%	13%	i	3%	0%	i	i	-12%
CC(=O)n1cc(C2C(=O)CCCC2=O)c2ccccc21	?	0%	-12%	1.4%[0.369 µM]	-21%	?	4%	-1%	i	i	.
Cn1c(C(=O)NC2CCCCCC2)cc2c(=O)n(C)c3ccccc3c21	.	.	2.5µM*	-0.6%	19%	.	2%	-5%[2.3 µM]	.	.	3%
CCNc1ncc2nc(-c3ccc(OC)cc3)c(=O)n(CCC#N)c2n1	7.6e-08M*	0%[9.22 µM]	?	0.2%	-2%	9.1e-08M*	1%[11.4 µM]	-2%	i	i	5%
Cc1nn(C)cc1CNC(=O)c1cnn2c(C(F)F)cc(C3CC3)nc12	1.8e-08M*	-3%	4µM*	-1.3%	7.9µM*	2.1e-08M*	-2%	?	i	i	-1%
CCCCc1n[nH]c2c1/C(=N/O)CC(c1ccccc1)C2 (stereo unspecified)	i	0%	?	-0.2%[57.5 µM]	-8%	i	-3%	0%	i	i	-3%
CCCSCCCNC(=O)Cn1cc2c(n1)CCCCC2	.	0%	-5%	-1.0%	-13%	.	-1%	-1%	.	.	12%

As a short view, some entries already given.
SMILES	4-MU autofl	Epigenetic mod	CRE-bla Fsk	HBB splice mod	ERK AVP block	A350 fluor	Luciferase inh	Hsp90 Hop PPI	Texas Red fluor	Fluorescein autfl	Ub-GFP proteasome
CCNc1ncc2nc(-c3ccc(OC)cc3)c(=O)n(CCC#N)c2n1	7.6e-08M*	0%[9.22 µM]	?	0.2%	-2%	9.1e-08M*	1%[11.4 µM]	-2%	i	i	5%
Cc1nn(C)cc1CNC(=O)c1cnn2c(C(F)F)cc(C3CC3)nc12	1.8e-08M*	-3%	4µM*	-1.3%	7.9µM*	2.1e-08M*	-2%	?	i	i	-1%
CCCCc1n[nH]c2c1/C(=N/O)CC(c1ccccc1)C2 (stereo unspecified)	i	0%	?	-0.2%[57.5 µM]	-8%	i	-3%	0%	i	i	-3%
CCCSCCCNC(=O)Cn1cc2c(n1)CCCCC2	.	0%	-5%	-1.0%	-13%	.	-1%	-1%	.	.	12%

Following part.
SMILES	4-MU autofl	Epigenetic mod	CRE-bla Fsk	HBB splice mod	ERK AVP block	A350 fluor	Luciferase inh	Hsp90 Hop PPI	Texas Red fluor	Fluorescein autfl	Ub-GFP proteasome
Cc1cnn(Cc2ccccc2)c1N	i	1%	-3%	-1.0%	-9%	i	0%	-6%	?	i	-4%
COc1ccc(CCNC(=O)CN(C)S(=O)(=O)c2cccs2)cc1OC	i	-1%	-3%	-1.1%	-12%	i	0%	0%	i	i	5%
Cc1ccc(-c2nc3cccnc3o2)cc1NC(=O)COc1ccc(Cl)cc1C	.	-3%	11%	0.4%	-15%	.	0%	?	.	.	5%
CN(C)c1ccc(-c2cncnc2Nc2ccccc2)cc1	i	0%[9.22 µM]	-15%	0.6%	?	i	-1%[2.29 µM]	-23%	i	?	-4%
O=C1c2cccnc2C(=O)N1Cc1ccccc1	.	.	-2%	-0.7%	.	.	3%	?	.	.	2%
COc1cc2nc(C3CC3)n(NC(=O)c3ccc(Cl)cc3)c(=O)c2cc1OC	?	-1%	0%	-0.2%[57.5 µM]	-11%	?	0%	-4%	i	i	1%
Cc1c(C(=O)NC2CC2)oc2ccc(S(=O)(=O)N3CCCCCC3)cc12	i	2%	?	0.5%	-19%	i	1%	-1%	i	i	2%
Cc1ccc(C)c(N2CCN(C(=O)CN(C)S(=O)(=O)c3ccc4c(c3)CCC(=O)N4)CC2)c1	.	.	-9%	-0.7%	?	.	1%	-3%[2.3 µM]	.	.	1%
N#CCCn1ncc2ccccc21	i	1%	-20%	-0.2%	8%	i	1%	-3%	i	i	2%
CCNc1ncc2nc(C)c(=O)n(C3CC3)c2n1	1.5e-08M*	-3%[9.22 µM]	16%	0.0%	?	1.9e-08M*	1%[11.4 µM]	-3%	i	i	12%
Cc1ccccc1C(=O)/C=C1\NC(=O)CS1	?	-1%	-2%	-0.2%[57.5 µM]	-24%	?	2%	-3%	i	i	-1%
